influenza NS1A: H1N1 influenza NS1A inhibitors, functional cell based assay (AID 504329). NS1A functional cell-based assay, percent inhibition; higher % means a stronger effect. inhibition, % at 12.5 µM; hits with a dose series show IC50 in µM. 340,000 tested, 0.3% active; in the data active = a potency from the dose series; inconclusive = inhibition above about 27% without an active follow-up result; also: strong numbers were not always called active
H37Rv inhibition: M. tuberculosis growth inhibition, HTS (AID 449762) | one-dose inhibition, % at 25 µM; IC50 in µM for titrated hits | M. tuberculosis H37Rv growth inhibition, 7H9 media; higher % means a stronger effect | 330,000 tested, 0.59% active; in the data active = a potency from the dose series; inconclusive = inhibition above about 70% without an active follow-up result;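 also: bacterial growth assessed after seven days of incubation; strong numbers were not always called active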
inhibitors of VEEV: inhibitors of VEEV TC-83 cytopathic effect, confirmation, Vero cells (AID 588727); Vero cells, VEEV TC-83 cytopathic effect inhibition; higher % means a stronger effect; inhibition, % at 20 µM; hits with a dose series show IC50 in µM; 350,000 tested, 0.13% active; in the data active = a potency from the dose series; inconclusive = inhibition mostly from about 14% at the one dose, without a potency; inactive = the rest, 99 in 100 with inhibition below about 12%; also: strong numbers were not always called active
PhoP GFP inhibition: PhoP regulon inhibitors, Salmonella typhi PhoP promoter GFP reporter, confirmatory (AID 1850). inhibition, % at 50 µM, or IC50 in µM where a hit was titrated. Salmonella Typhi PhoP-promoter GFP reporter, fluorescence, 4 h; higher % means a stronger effect. 310,000 tested, 0.33% active; in the data active = a potency from the dose series; inconclusive = inhibition mostly from about 25% at the one dose, without a potency; inactive = the rest, 99 in 100 with inhibition below about 19%;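 also: 0% = induced wells with vehicle and 100% = uninduced wells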
M. tuberculosis: growth inhibition of non-replicating M. tuberculosis (AID 488890); one-dose inhibition, % at 25 µM; IC50 in µM for titrated hits; Mycobacterium tuberculosis non-replicating, growth inhibition; higher % means a stronger effect; 320,000 tested, 0.39% active; in the data active = a potency from the dose series; inconclusive = inhibition mostly from about 82% at the one dose, without a potency; inactive = the rest, 99 in 100 with inhibition below about 76%;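 also: plate controls were DMSO cells for no effect and high antibiotic wells for full effect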
inhibitors of VEEV 10K pilot screen: also measured in inhibitors of VEEV; calls as there; inhibition, %; measured here: 10K pilot screen inhibition
* = called active by the depositor; i = inactive; ? = inconclusive; · = no result given; & = joins results of further samples.

SMILES	influenza NS1A	H37Rv inhibition	inhibitors of VEEV	PhoP GFP inhibition	M. tuberculosis	others
COc1cc(OC)cc(C(=O)Nc2ccc(N3CCN(C(=O)c4cccs4)CC3)cc2)c1	-5%	59%	6.1%	-1%	31%
O=C(CCNC(=O)c1ccc(Cl)cc1)NCc1ccco1	-10%	2%	1.9%	·	0%
O=C1Nc2ccccc2C1=O	0%	-1%	1.2%	18%	7%
CCCc1c(C)[nH]c2nc3ccccc3n2c1=O	-2%	0%	1.4%	6%	7%
Cc1ccc([N+](=O)[O-])cc1NC(=O)C(C)Sc1nnc(C)n1CC1CCCO1 (stereo not drawn)	3%	-4%	i	-2%	7%
CCOC(=O)N1CCN(C(=O)c2cn(-c3ccc(C)c(C)c3)c(=O)c3ccccc23)CC1	-2%	·	3.5%	·	·
Cc1ncc(C23CC4CC(CC(C4)C2)C3)[nH]1	-12%	50µM*	0.7%	-2%	39%
O=C(NCc1ccco1)C(c1cccs1)N(Cc1ccccc1)C(=O)Cn1nnc2ccccc21 (stereo not drawn)	-3%	-3%	7.9%	7%	17%
Cn1c(SCCOc2ccc(F)cc2)nnc1-c1ccncc1	1%	1%	6.1%	7%	70%
CCc1cc2c(COC(=O)c3c(C)noc3C)cc(=O)oc2cc1O	-1%	6%	9.5%	-2%	-5%
C[C@@H]1CN([C@@H](C)CO)C(=O)c2cc(NS(C)(=O)=O)ccc2O[C@@H]1CN(C)Cc1ccc(C(F)(F)F)cc1	11%	·	0.2%	·	·
COCCNC(=O)c1c(CSc2ccc(F)cc2)noc1C(=O)NCc1ccccc1	-1%	-2%	7.8%	1%	10%
CCc1nnc(NC(=O)CSc2nnc(-c3ccccc3OC)n2-c2ccc(C)cc2)s1	-5%	-1%	2.6%	-3%	44%
COC(=O)/C(=C1/Oc2cc3c(cc2S1)OCO3)C(F)(F)F	-7%	9%	0.0%	-1%	1%
O=C(Nc1ccccc1O)c1ccc2c(c1)C(=O)N(N1C(=O)c3ccccc3C1=O)C2=O	-5%	0%	5.0%	0%	-13%
CC1CCCCC1NC(=O)CCCCn1c(=O)[nH]c2ccsc2c1=O (stereo not drawn)	-9%	7%	1.0%	-6%	-5%
O=C(CSc1nccc(=O)[nH]1)N1CCCc2ccccc21	-3%	7%	0.1%	1%	-3%
Cc1ccc(NS(=O)(=O)c2cccc(C(=O)NCc3ccccn3)c2)cc1	4%	2%	0.6%	0%	-3%
O=C(COC(=O)c1cccc(S(=O)(=O)N2CCOCC2)c1)Nc1nc(-c2ccccc2Cl)cs1	-7%	-7%	2.1%	8%	18%
COc1ccc(NC(=O)Cn2cnc3c(cnn3C(C)(C)C)c2=O)cc1OC	11%	-10%	1.7%	25%	14%
Cc1ccc(C)n1-c1ccccc1N	·	-8%	·	8%	-1%
CN(CC(=O)Nc1cccc(F)c1)C(=O)/C=C/c1cn(Cc2ccccc2)nc1-c1cccnc1	-14%	54%	8.4%	-1%	16%
CCOC(=O)C1=CN(Cc2ccco2)S(=O)(=O)NC1CC (stereo not drawn)	-27%	·	i	·	·
CCC(NC(=O)Nc1cc(C)on1)(C(F)(F)F)C(F)(F)F	-1%	-3%	0.1%	-4%	-3%
Cc1ccc(NC(=S)Nc2ccc3[nH]c(=O)[nH]c3c2)cc1C	-5%	3%	2.8%	0%	59%
O=C1Nc2c(c(=O)[nH]c(=O)n2Cc2ccccc2)C1(NS(=O)(=O)c1ccccc1)C(F)(F)F (stereo not drawn)	0%	-5%	0.7%	-6%	6%
COc1cc(/C=C/c2[nH]c(=O)[nH]c(=O)c2[N+](=O)[O-])cc(OC)c1O	1%	-2%	0.1%	-2%	-5%
O=C(COc1ccc2c(c1)CCC2)N1CCN(c2ccc(F)cc2)CC1	-12%	4%	1.4%	-3%	25%
O=C(C1CCC(=O)N(C2CC2)C1)N1CCN(c2cccc(Cl)c2)CC1 (stereo not drawn)	-8%	7%	1.9%	-3%	-2%
CCOC(=O)c1c(C)[nH]c(C(=O)OCC(=O)c2ccccc2)c1C	-3%	52%	9.9%	0%	7%

Some of these compounds in order of molecular weight, ascending:
SMILES	influenza NS1A	H37Rv inhibition	inhibitors of VEEV	PhoP GFP inhibition	M. tuberculosis	others
O=C(C1CCC(=O)N(C2CC2)C1)N1CCN(c2cccc(Cl)c2)CC1 (stereo not drawn)	-8%	7%	1.9%	-3%	-2%
CC1CCCCC1NC(=O)CCCCn1c(=O)[nH]c2ccsc2c1=O (stereo not drawn)	-9%	7%	1.0%	-6%	-5%
COc1ccc(NC(=O)Cn2cnc3c(cnn3C(C)(C)C)c2=O)cc1OC	11%	-10%	1.7%	25%	14%

Returning to the listing, repeating the five entries before the break.
SMILES	influenza NS1A	H37Rv inhibition	inhibitors of VEEV	PhoP GFP inhibition	M. tuberculosis	others
O=C1Nc2c(c(=O)[nH]c(=O)n2Cc2ccccc2)C1(NS(=O)(=O)c1ccccc1)C(F)(F)F (stereo not drawn)	0%	-5%	0.7%	-6%	6%
COc1cc(/C=C/c2[nH]c(=O)[nH]c(=O)c2[N+](=O)[O-])cc(OC)c1O	1%	-2%	0.1%	-2%	-5%
O=C(COc1ccc2c(c1)CCC2)N1CCN(c2ccc(F)cc2)CC1	-12%	4%	1.4%	-3%	25%
O=C(C1CCC(=O)N(C2CC2)C1)N1CCN(c2cccc(Cl)c2)CC1 (stereo not drawn)	-8%	7%	1.9%	-3%	-2%
CCOC(=O)c1c(C)[nH]c(C(=O)OCC(=O)c2ccccc2)c1C	-3%	52%	9.9%	0%	7%
CC(C(=O)Nc1ccc(Br)cc1)N(C)CC(=O)NCc1ccco1 (stereo not drawn)	-6%	-2%	1.0%	·	4%
O=C(c1ccc(F)cc1)N1CCC(c2ccccc2)C1 (stereo not drawn)	-6%	0%	i	-7%	66%
CCc1ccc(CN(C)C(=O)CCc2nc3ccccc3n(-c3ccc(OC)cc3)c2=O)cc1	4%	15%	4.4%	0%	26%
COc1ccccc1C(=O)NC(=Nc1nc2ccccc2o1)NC(=O)c1ccccc1OC	13%&-9%	96µM*	?	12%	70%
Cc1ccc(-c2cc(C(=O)O)c3ccccc3n2)c(C)c1	11%	-12%	i	4%	-4%
COC(=O)COc1ccc(S(=O)(=O)NCc2cccnc2)cc1	1%	-14%	i	-11%	-1%
CCOC(=O)C1=C(CSc2nccn2C)NC(=O)NC1c1cc(C)ccc1C (stereo not drawn)	2%	6%	i	-8%	14%
CCCCn1cnc2c(SCc3ccccc3)nc(N)nc21	1%	·	0.6%	·	·
CC[C@]12c3[nH]c4ccc(OC)cc4c3CCN1C(=O)C(CC(=O)NCCCOC)C[C@@H]2C(=O)N1CCN(C(=O)c2ccco2)CC1 (stereo partly drawn)	0%	·	3.8%	·	·
COc1ccc(-c2cn(-c3ccc(Cl)cc3)c3[n+]2CCCCC3)cc1	-2%	-6%	2.0%	8%	·
CN(C)S(=O)(=O)c1ccc2[nH]cc(/C=C/c3nc4ccccc4c(=O)n3-c3ccccc3)c2c1	27%	0%	3.0%	-7%	2%
O=C(O)c1cccc(NC(=O)c2cn(-c3ccccc3)nc2-c2ccncc2)c1	9%	14%	i	-4%	21%
COc1ccc(CNC(=O)CN(Cc2cccs2)C(=O)CCC(=O)Nc2ccccn2)cc1	-4%	-11%	1.1%	3%	-7%
OCCN1CCOCCN(CCO)CCN(CCO)CC1	6%	2%	0.7%	-2%	-8%
CS(=O)(=O)c1ccc(C(=O)OCC(=O)NC(=O)C2CCCCC2)cc1[N+](=O)[O-]	8%	-8%	?	0%	34%
COc1cccc(-n2nnnc2SCC(=O)Nc2ccc(C(C)=O)cc2)c1	8%	4%	7.0%	3%	-1%
CSc1nc2c(c(=O)[nH]1)C(c1ccc(C(F)(F)F)cc1)CC(=O)N2 (stereo not drawn)	-5%	-2%	3.1%	7%	-6%
Cc1ccc(NC(=O)C2CCN(c3cnccn3)CC2)cc1	-9%	-1%	1.0%	-1%	9%
Cc1cccc(NC(=O)C2CC(=O)OC23CCCCC3)c1 (stereo not drawn)	2%	-7%	i	-7%	7%
O=C(Nc1ccc(OC(F)(F)C(F)F)c(NC(=O)c2ccc(F)cc2)c1)c1ccc(F)cc1	-20%	3%	7.9%	-17%	12%
CCN(C(=O)c1ccc(Cl)c(S(=O)(=O)Nc2c(C)n(C)n(-c3ccccc3)c2=O)c1)c1ccccc1	-12%	4%	2.1%	·	5%
Cc1ccc(NC(=O)COC(=O)Cc2ccsc2)cc1S(=O)(=O)N1CCOCC1	-3%	7%	1.1%	-9%	42%
COc1ccc([N+](=O)[O-])cc1NC(=O)Cc1noc2ccc(C)cc12	1%	3%	i	1%	-7%
O=[n+]1c2c(n([O-])c3cc(F)c(N4CCCC4)cc31)CCCC2	1%	-6%	0.5%	-39%	0%
Cc1ccc2c(c1)C(c1ccccc1)N(C(=O)c1c(F)cccc1Cl)CC(=O)N2 (stereo not drawn)	3%	-4%	i	6%	54%
CCOc1ccc(CC2CCC(=O)NC2=O)cc1 (stereo not drawn)	6%	1%	0.3%	-4%	5%
Cc1cccc(/C=C2/C(=O)/C(=C/c3ccccc3C)C3CCC2N3C)c1 (stereo not drawn)	12%	5%	3.5%	10%	-9%
COc1ccccc1-n1cnc2sc(C)c(C)c2c1=O	-5%	11%	0.8%	-5%	4%
CC(=O)c1ccccc1NC(=O)COC(=O)c1cc(C)oc1C	-9%	-1%	0.9%	·	11%
CC(C)N1CCN(Cc2nc3c(s2)CCCC3)CC1CCO (stereo not drawn)	-2%	-6%	1.1%	-9%	5%
Brc1ccccc1-c1nnc(COc2ncnc3ccccc23)o1	18%	-8%	0.7%	12%	7%
COCCn1nnnc1C(C(C)C)N1CCCC(C)C1 (stereo not drawn)	-8%	-5%	1.6%	-25%	-20%
COc1ccc(-n2nc(C(=O)NCC(=O)NCCCN3CCN(C)CC3)c3ccccc3c2=O)cc1	-5%	-1%	i	1%	-17%
Cc1nn(C)c(Cl)c1S(=O)(=O)N[C@@H](c1ccccc1)[C@]1(C)C[C@H]1[C@@H](C)C(=O)Nc1ccc2ccccc2c1	6%	14%	1.2%	-9%	14%
CCN1CCN(Cc2c(OC)ccc3ccccc23)CC1	0%	5%	0.3%	2%	-7%	inhibitors of VEEV 10K pilot screen=0.0
CC1(CCc2ccccc2)NC(=O)N(CC(=O)Nc2ccc3c(c2)OCCO3)C1=O (stereo not drawn)	0%	-1%	2.0%	16%	-11%
O=c1c2c(nc3cc(-c4ccccc4Cl)[nH]n13)CCS2	5%	15%	2.0%	-6%	42%
O=C(Cn1nc(-c2ccccc2)oc1=O)OCC(=O)c1ccccc1	0%	1%	0.4%	·	-4%
COc1ccc(OC(=O)NCCc2ccccc2)cc1	-3%	7%	i	-8%	39%
CCOc1ccccc1OCc1nn2c(-c3ccc(C)cc3)nnc2s1	-8%	?	1.6%	3%	?
CC(=O)NS(=O)(=O)c1ccccc1	7%	-9%	i	-8%	2%
c1cc[n+](CCCC[n+]2ccccc2)cc1	-5%	-7%	1.0%	1%	6%
CCOC(=O)N1CCN(CC(=O)Nc2ccc(Oc3ccccc3)cc2)CC1	2%	11%	1.2%	7%	2%
CCOc1ccc2[nH]c(=O)c(C(c3nnnn3C3CCCCC3)N3CCN(C)CC3)cc2c1 (stereo not drawn)	-7%	3%	i	-2%	24%
Cc1ccc(S(=O)(=O)N2C[C@@H]3[C@H]4CC[C@H](C4)[C@@H]3[C@@H](C)[C@@H]2c2cn(Cc3ccccc3)c3ccc(F)cc23)cc1	-3%	·	i	·	·
CC(=O)c1ccc(Nc2ncnc3c2oc2ccccc23)cc1	7%	-5%	0.6%	-7%	-1%
CN1CCN(Cc2c(O)ccc3c(-c4ccccc4)cc(=O)oc23)CC1	3%	2%	1.1%	2%	14%
COC(=O)c1c(C(=O)NCc2ccccc2)ncn1CC(O)COc1ccccc1 (stereo not drawn)	-5%	2%	1.3%	3%	14%
COc1ccc(/C=C2\N=C(c3c(-c4ccccc4)noc3C)OC2=O)cc1OC	9%	-4%	0.1%	-11%	73%
COCc1c(C(=O)N/N=C\c2cccnc2)nnn1-c1nonc1N	13%	4%	2.1%	15%	-23%
Cc1ccc(N/C=C(/C#N)c2ccsc2)cc1	-9%	?	7.5%	-22%	11%
COc1ccc(CC(=O)Nc2nc(-c3cc(OC)ccc3OC)cs2)cc1	6%	?	10%	5%	23%
COc1ccc(S(=O)(=O)Nc2cccc(-c3ccc(N4CCCCCC4)nn3)c2)cc1OC	11%	6%	1.9%	0%	34%
CCOC(=O)N1CCC(NC(=O)c2ccc3c(c2)N(Cc2ccccc2)CCS3)CC1	-3%	-3%	8.5%	-16%	5%
CCN(CC(=O)Nc1ccccc1C(F)(F)F)C(=O)c1cccc(S(=O)(=O)N2CCN(C)CC2)c1	13%	-5%	i	-12%	27%

From PubChem
